# Bioassay records: PubChem, Broad Institute
# ERAP1 HTS inh: ERAP1 (human) enzyme inhibition | inhibition, % at 10.7 µM | Q9NZ08 | recombinant ERAP1, Leu-AMC fluorescence, 60 min | 340,000 tested, 0.15% active;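 active means mean replicate inhibition of at least 30%, or all replicates individually reaching that 30% level; inactive means mean below 30% and not every replicate reaching it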;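 further: 0% = neutral control wells and 100% = L-leucinethiol positive control wells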
# Target sequence (Q9NZ08 whole entry, looked up): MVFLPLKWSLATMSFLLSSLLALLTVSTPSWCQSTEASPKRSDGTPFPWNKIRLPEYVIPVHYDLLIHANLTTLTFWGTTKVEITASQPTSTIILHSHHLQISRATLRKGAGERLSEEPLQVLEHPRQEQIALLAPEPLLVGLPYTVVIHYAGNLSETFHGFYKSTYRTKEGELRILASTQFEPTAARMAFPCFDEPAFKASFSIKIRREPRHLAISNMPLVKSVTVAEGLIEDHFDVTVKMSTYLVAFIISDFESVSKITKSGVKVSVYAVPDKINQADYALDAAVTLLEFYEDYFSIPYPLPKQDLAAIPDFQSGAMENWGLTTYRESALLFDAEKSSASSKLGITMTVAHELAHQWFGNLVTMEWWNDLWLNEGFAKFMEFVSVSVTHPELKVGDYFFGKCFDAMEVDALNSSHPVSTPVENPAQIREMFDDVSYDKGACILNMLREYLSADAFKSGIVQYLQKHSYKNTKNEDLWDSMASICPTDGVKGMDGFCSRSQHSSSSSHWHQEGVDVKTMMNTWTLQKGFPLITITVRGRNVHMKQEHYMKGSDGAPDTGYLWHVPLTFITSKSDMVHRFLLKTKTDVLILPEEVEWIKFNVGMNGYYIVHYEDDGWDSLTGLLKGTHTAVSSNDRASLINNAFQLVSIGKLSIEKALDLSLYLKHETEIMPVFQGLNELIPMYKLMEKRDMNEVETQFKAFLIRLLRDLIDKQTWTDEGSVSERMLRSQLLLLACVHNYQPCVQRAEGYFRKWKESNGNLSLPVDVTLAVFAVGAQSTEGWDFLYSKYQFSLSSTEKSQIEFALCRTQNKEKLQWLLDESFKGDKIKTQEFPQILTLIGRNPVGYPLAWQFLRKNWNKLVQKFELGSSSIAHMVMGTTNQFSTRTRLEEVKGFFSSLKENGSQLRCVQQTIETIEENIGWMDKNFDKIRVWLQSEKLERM
# Statin myotox sup: suppression of simvastatin myotoxicity | AID 602340 | C2C12 myotubes + simvastatin, ATP luminescence, 48 h; scaled: DMSO 0, geranylgeraniol control 100 | rescue of ATP level, % at 7.49 µM | 330,000 tested, 0.78% active;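 active means mean ATP rescue above about 67%, or every replicate alone reaching that limit, limit read from the data, passing the limit was not always enough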;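 further: myotubes were challenged with 10 µM simvastatin during compound exposure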
# XiGFP reactiv: X-chromosome reactivation activator. XiGFP mouse fibroblasts, % GFP-positive cells imaging, 3 d; cells co-treated with 5-aza-dC sensitizer; scaled so ellipticine positive control = 100%. activation, % at 7.58 µM. 360,000 tested, 0.055% active. AID 743238;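 active means mean normalized replicate activation at least 10% and every replicate at or above 10%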;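 further: 0% = median of on-plate neutral control wells and 100% = ellipticine 6 µM median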
#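 Material: XiGFP fibroblasts, SV40-immortalized; Buffer or medium: DMEM containing 5-aza-dC; Compound dosing: single point; Times: 3 days compound exposure.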
# SIRT5 inh: inhibitors of human sirtuin-5 desuccinylase; Q9NXA8; Purified SirT5, succinyl-peptide AMC, trypsin-coupled fluorescence; inhibition, % at 15 µM; 330,000 tested, 1.1% active; AID 652115; in the data active means inhibition above about 15%
# LGR2 antag: inhibitors of bursicon-induced Drosophila LGR2 receptor cAMP signaling | 380,000 tested, 0.35% active | AID 720647 | HEK293 LGR2, CRE-luciferase, bursicon-stimulated, 4 h | inhibition, % at 9.99 µM;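 active means drop in luminescence signal, shown as inhibition above about 50% in the replicate tests, limit read from the data, passing the limit was not always enough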;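 further: agonist challenge used bursicon conditioned medium at about half maximal strength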
# Cneo AK release: causes C. neoformans cell lysis; adenylate kinase release luminescence, 4 h; normalised: neutral wells 0, clomiphene wells 100; lysis activity, % at 15 µM; 360,000 tested, 0.2% active; AID 651654;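 active means mean lysis activity across replicates of at least 80%, whatever share of replicates individually reach that level; inactive means mean lysis activity below 80%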
#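 Test system: log-phase Cryptococcus neoformans yeast cells; Quantity: yeast cell density of 5 × 10^6 cells/mL; Buffer or medium: YPD; Doses: single compound concentration per well; Timing: 4 h at 37 °C static, read 1 h later; Measured by: AK luminescence; Read-out basis: lysis from increased AK signal; Control set: Clomiphene as positive control.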
# S100A4 MyoIIA: S100A4-myosin IIA interaction inhibition; S100A4/TAMRA-MyoIIA peptide fluorescence polarization; inhibition, % at 10.7 µM; 360,000 tested, 0.14% active;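 active means mean inhibition of at least 70% across replicates, with every replicate also reaching that level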
# Target sequence (P26447 whole entry, looked up): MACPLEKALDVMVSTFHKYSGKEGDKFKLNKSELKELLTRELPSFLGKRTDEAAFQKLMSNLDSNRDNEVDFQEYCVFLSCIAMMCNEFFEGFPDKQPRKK
#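 assay system = human S100A4 monomer with TAMRA-labelled myosin IIA peptide | also added = labelled myosin peptide probe, 5 nM | incubation = 5 min between mix addition and reading | control set = DMSO and TFP controls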
# PGC1a acetyl inh: PGC1a acetylation modulation, inhibitor mode. AID 651687. inhibition, % at 15.6 µM. U2OS PGC1a acetylation, AlphaScreen anti-acetyl-lysine; with virally co-expressed GCN5 acetyltransferase. 350,000 tested, 0.17% active;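 active means every replicate shows inhibition of at least 40%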;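 further: 0% = neutral control wells and 100% = positive control wells; some results beyond the cut were filed as inactive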
# * marks the source's active call; other numbers are inactive results; · = not tested or not shown; & = joins results of further samples. A portion of the library; count on the stated rates, not on these rows.
SMILES,ERAP1 HTS inh,Statin myotox sup,XiGFP reactiv,SIRT5 inh,LGR2 antag,Cneo AK release,S100A4 MyoIIA,PGC1a acetyl inh
C[C@H]1CN([C@@H](C)CO)C(=O)CCCn2cc(nn2)CO[C@H]1CN(C)S(=O)(=O)c1ccccc1,-1,-13,0.0,-1,-7,-7,13,-1
CC(=O)Oc1ccc2oc(=O)c3c(c2c1)CCCN3C(=O)CN1CCOCC1,4,·,0.3,0,2,·,-5,·
CCOc1ccc(-n2ccc(=O)c(C(=O)O)n2)cc1,-3,-3,0.4,7,12,-3,0,10
O=C1c2ccccc2[C@@H]2C[C@@H](O)[C@H](Nc3cccc(C(F)(F)F)c3)CCN12,-4,-5,0.0,-4,20,-1,-3,·
C[C@@H]1CN([C@@H](C)CO)C(=O)c2cc(C3=CCCC3)cnc2O[C@@H]1CN(C)C(=O)Cc1ccncc1,0,30,-0.1,-12,-6,-3,-5,8
COCCCNC(=O)c1ccc(-c2nc3ccccc3nc2-c2ccccc2)cc1,0,·,0.1,-3,7,-1,-3,-2
COc1ccc(S(=O)(=O)Nc2ccc3c(c2)CC(=O)N([C@H](C)CO)C[C@@H](C)[C@H](CN(C)C(=O)Nc2cccc4ccccc24)O3)cc1,4,22,-1.2,-3,9,-2,1,4
COCC(=O)N1CCCCN2[C@H](CO)[C@H](c3ccc(C#Cc4cccnc4)cc3)[C@@H]2C1,1,·,0.0,-1,8,-1,17,5
COc1ccc(C(=O)CCC(=O)NCCc2c[nH]c3ccccc23)cc1OC,-7,-12,-0.1,2,1,0,0,·
O=C(Nc1ccc(F)cc1)N1CCCCN2[C@@H](CO)[C@@H](c3ccc(C#Cc4ccccn4)cc3)[C@@H]2C1,2,·,0.1,-2,0,-1,-12,-1
C=C(C)CSC1=C(C#N)C(c2ccccc2)CC(=O)N1 (stereo not drawn),·,16,·,·,3,5,·,-1
Cc1ccc(C(=O)CCC(=O)OCC(=O)Nc2cc(S(=O)(=O)N(C)C)ccc2C)cc1,3,0,0.2,·,0,-2,-10,-9
CCN1[C@H](C(=O)NCCCN(C)C)[C@@H](CO)[C@@H]2Cn3c(ccc(-c4ccccc4OC)c3=O)[C@@H]21,0,·,1.6,-3,-10,·,9,-18
Cc1cccc(N(C)c2ncnc3onc(-c4ccc(F)cc4)c23)c1C,0,-32,0.0,1,15,2,-3,-10
CCOC(=O)C1=C(C)C2C3C(=O)N(c4ccc(C)cc4C)C(=O)C3C1(C)C1C(=O)N(c3ccc(C)cc3C)C(=O)C21 (stereo not drawn),·,-6,0.0,·,-15,2,·,0
C[C@H](CO)N1C[C@H](C)[C@H](CN(C)C(=O)c2ccc3c(c2)OCO3)Oc2ncc(/C=C/c3ccccc3)cc2C1=O,0,18,-0.1,-7,0,3,0,-9
C/C=C/c1ccc2c(c1)O[C@H](CN(C)Cc1ccccn1)[C@@H](C)CN([C@H](C)CO)S2(=O)=O,-4,-40,0.5,1,-22,-5,-8,11
CCN1C(=O)/C(=C/c2cnn(CC)c2C)SC1=S,1,·,0.0,0,·,·,5,·
COc1ccc(C(C)NC(=O)c2ccc([N+](=O)[O-])cc2)cc1OC (stereo not drawn),8,·,0.0,·,-6,2,-7,7
C[C@@H]1CN([C@H](C)CO)C(=O)Cc2cc(N(C)C)ccc2O[C@@H]1CN(C)C(=O)Nc1ccc2c(c1)OCO2,·,24,-1.0,-2,17,-4,10,7
COCCOC(=O)c1c(C)oc2ccc(OCc3cc(C(=O)OC)oc3C)cc12,·,-9,·,·,14,-2&6,-3,-11
Cc1c(NC(=S)NC(NC(=O)CC(C)C)C(Cl)(Cl)Cl)c(=O)n(-c2ccccc2)n1C (stereo not drawn),·,-9,-0.1,·,4,-2,·,6
COc1ccc(N2C3=C(CC4=C2CC(C)(C)CC4=O)C(=O)CC(C)(C)C3)cc1,-9,3,·,2,8,-3,0,-12
Cc1cc2c(cc1C)/C(=N/NC(=O)c1ccccn1)CCC2,·,·,0.2,·,1,1,-5,2
C[C@@H]1CN([C@H](C)CO)C(=O)c2cc(-c3ccc(F)cc3)cnc2O[C@H]1CN(C)C(=O)C1CCC1,-1,7,-0.3,-5,3,0,6,10

# Taken from the entries so far (2 entries):
SMILES,ERAP1 HTS inh,Statin myotox sup,XiGFP reactiv,SIRT5 inh,LGR2 antag,Cneo AK release,S100A4 MyoIIA,PGC1a acetyl inh
COCCOC(=O)c1c(C)oc2ccc(OCc3cc(C(=O)OC)oc3C)cc12,·,-9,·,·,14,-2&6,-3,-11
Cc1c(NC(=S)NC(NC(=O)CC(C)C)C(Cl)(Cl)Cl)c(=O)n(-c2ccccc2)n1C (stereo not drawn),·,-9,-0.1,·,4,-2,·,6

# (list continues)
SMILES,ERAP1 HTS inh,Statin myotox sup,XiGFP reactiv,SIRT5 inh,LGR2 antag,Cneo AK release,S100A4 MyoIIA,PGC1a acetyl inh
CCOc1ccc(NC(=O)N2CCC(NC(=O)C(Cc3ccccc3OC)NC(C)=O)CC2)cc1 (stereo not drawn),2,9,0.0,1,-7,1,1,·
OC(C#CCN1CCCCCC1)(c1ccccc1)c1cccnc1 (stereo not drawn),-3,·,0.3,-3,-13,·,-9,·
Cc1ccc(/C=N/NC(=O)c2cc(C)oc2C)cc1,·,-31,0.0,0,·,3,-5,-3
CCCCn1c(SCC(=O)N(CC)C2CCS(=O)(=O)C2)nc2cc(S(N)(=O)=O)ccc21 (stereo not drawn),0,·,0.2,-1,4,·,2,·
COc1ccc(S(=O)(=O)N(C)C[C@H]2Oc3ccc(NC(=O)Nc4ccccc4)cc3C(=O)N([C@@H](C)CO)C[C@H]2C)cc1,1,-31,-0.1,13,13,-3,-6,-5
O=C(OC1CCOC1=O)c1ccc(NS(=O)(=O)c2cccs2)cc1 (stereo not drawn),4,6,0.0,-4,-6,3,1,-7
O=C(COC(=O)c1cccc(S(=O)(=O)N2CCCC2)c1)Nc1ccccc1Cl,-7,14,0.4,1,-21,·,-4,-5
CCCNC(=O)N1CC2(C1)[C@H](c1ccccc1)[C@H](CO)N2C(=O)C1CC1,2,·,-0.1,24*,-15,·,5,7
O=C(NCc1ccncc1)c1cn(-c2ccccc2)nc1-c1cccnc1,-4,·,0.0,-2,17,·,-1,·
N#Cc1ccc(C(=O)Nc2nc(-c3cccs3)c(C(=O)C(F)(F)F)s2)cc1,1,-86,-0.1,·,48,-1,-1,6
CCN(CC)C(=O)Cn1cc(S(=O)(=O)CC(=O)NCc2ccc(F)cc2)c2ccccc21,-9,1,-0.1,-2,8,0,1,·
CC[C@@H]1C=C(C(=O)O)[C@H](c2ccc(C#N)cc2)N1S(=O)(=O)c1ccc(C)cc1,-1,6,0.1,-4,20,-1,-1,5
Clc1ccc(-c2csc(-c3ccncc3)n2)cc1,1,-9,0.0,1,-39,3,-2,0
CC(C)CN1C(=O)CN(S(C)(=O)=O)CC1(C)C(=O)NC(C)C (stereo not drawn),0,·,0.0,-1,2,·,-4,·
CO[C@H]1CN(C)C(=O)c2ccc(NS(C)(=O)=O)cc2OC[C@H](C)N(Cc2cccnc2)C[C@@H]1C,3,-2,0.0,1,1,0,0,-14
C[C@H]1CN([C@@H](C)CO)C(=O)c2cc(NS(=O)(=O)c3cccs3)ccc2O[C@@H]1CN(C)S(=O)(=O)c1ccc(F)cc1,-7,·,-0.7,2,-2,-4,-4,2
O=C(C[C@@H]1C=C[C@@H](NC(=O)CCN2CCCCC2)[C@H](CO)O1)Nc1ccccc1,-2,·,-0.2,3,-14,·,4,·
CCOc1cc(N2CCOCC2)c(OCC)cc1NC(=O)CN1C(=O)N(C)C2(CCCCC2)C1=O,2,11,0.4,-2,5,-2,-16,-3
Cc1cc(C)c(S(=O)(=O)c2ccccc2F)c(=O)[nH]1,2,-5,0.2,-3,-20,0,12,-6
CCC(=O)N(C)C[C@H]1Oc2cc(C3=CCCC3)ccc2S(=O)(=O)N([C@H](C)CO)C[C@@H]1C,1,-7,0.1,1,-8,-2,42,10
CCn1cc(S(=O)(=O)Nc2cc(C)ccc2F)cn1,-1,·,0.0,2,-1,0,-1,0
COc1ccc(N2C(=O)C3CCCN3C2c2cccs2)cc1 (stereo not drawn),-3,2,-0.1,-1,-35,-1,-1,0
Cc1cc(C)c2sc(NNC(=O)C3COc4ccccc4O3)nc2c1 (stereo not drawn),-4,-5,-0.1,-1,20,0,-4,4
O=C(COC(=O)c1cnccn1)NCc1ccc2c(c1)OCO2,4,·,0.0,-2,-4,·,4,·
CCCCC(=O)NC(c1ccc(OC)c(OC)c1)c1ccc2cccnc2c1O (stereo not drawn),0,-16,-0.1,1,25,0,3,18

# Entries of single compounds, looked up by structure.
# COCC(=O)N1CCCCN2[C@H](CO)[C@H](c3ccc(C#Cc4cccnc4)cc3)[C@@H]2C1 across the screens: ERAP1 HTS inh: 1; Statin myotox sup: ·; XiGFP reactiv: 0.0; SIRT5 inh: -1; LGR2 antag: 8; Cneo AK release: -1; S100A4 MyoIIA: 17; PGC1a acetyl inh: 5
# COc1ccc(N2C3=C(CC4=C2CC(C)(C)CC4=O)C(=O)CC(C)(C)C3)cc1 across the screens: ERAP1 HTS inh: -9; Statin myotox sup: 3; XiGFP reactiv: ·; SIRT5 inh: 2; LGR2 antag: 8; Cneo AK release: -3; S100A4 MyoIIA: 0; PGC1a acetyl inh: -12

# (cont.)
SMILES,ERAP1 HTS inh,Statin myotox sup,XiGFP reactiv,SIRT5 inh,LGR2 antag,Cneo AK release,S100A4 MyoIIA,PGC1a acetyl inh
O=C(Nc1ccc(C(=O)NCc2ccc(F)cc2)cc1)C1=CSCCO1,-2,14,0.0,-11,0,1,-4,2
Cc1cc(OCC(O)CN)ccc1Cl (stereo not drawn),3,·,0.1,-3,4,·,-3,-7
Cn1ncc(C(=O)N=S(C)(=O)c2ccccc2)c1[N+](=O)[O-] (stereo not drawn),5,10,0.1,-1,23,·,-3,·
C/C=C/c1cnc2c(c1)C(=O)N([C@@H](C)CO)C[C@@H](C)[C@@H](CN(C)C(=O)Nc1ccc(OC)cc1)O2,1,3,-0.9,-4,4,0,-4,1
COCCNC(=S)Nc1cc(S(=O)(=O)N2CCOCC2)ccc1N1CCCCC1,-2,·,0.0,1,8,·,0,3
O=C(C(=O)N1CCN(C(=O)c2ccco2)CC1)c1c[nH]c2ccccc12,1,·,0.2,1,22,·,2,·
COC(=O)NC1(C(F)(F)F)C(=O)NC(C)=C1C(=O)OC (stereo not drawn),·,1,·,·,9,-3,·,0
CCOc1ccc(/C(O)=C2/C(=O)C(=O)N(c3ccccn3)C2c2ccc(Cl)cc2)c(C)c1 (stereo not drawn),-1,12,0.0,-3,-18,-1,-1,8
COc1ccc(CN(C)C[C@@H]2Oc3c(NC(=O)c4cc(C)nn4C)cccc3C(=O)N([C@@H](C)CO)C[C@H]2C)cc1,3,-7,-0.1,3,-7,-3,3,6
CC(=O)Nc1ccc(NC(=O)c2ccccc2Sc2ccc([N+](=O)[O-])cc2Cl)cc1,-3,3,0.1,·,18,3,-2,7
Cc1cc(NC(=O)CCCn2cc([N+](=O)[O-])cn2)n(Cc2ccc(F)cc2)n1,-3,·,0.4,0,3,·,-1,4
CN(CCCC1CCCC1)C(=O)c1cc(COc2ccc(F)c(F)c2)on1,0,2,0.1,-9,-3,0,-1,-5
Cc1onc(-c2ccccc2)c1C(=O)NC(C)C,·,4,0.1,·,28,1,-3,2
O=C(NCCc1ccccc1)Oc1ccc(Cl)cc1,5,·,0.3,-14,-26,·,9,·
COCC(C)NCc1ccccc1C (stereo not drawn),·,-5,·,·,-4,0,·,-1
CCCCCCC(O)(c1ccc(OC)cc1)C(CN1CCOCC1)c1ccccc1 (stereo not drawn),-3,13,0.3,-1,-7,9,-2,·
